Source: PubChem BioAssay
MDM2 E3 inh – blocks human Mdm2 ubiquitin ligase activity. signal enhancement, % at 5 µM. AID 1230. hit rate 0.11% among 210,000. cell-based MDM2 ubiquitination luciferase reporter, 2 h; 0 = plate control, 100 = twice control, blank-subtracted. Q00987;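 active = signal enhancement of 30% or more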;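 also: luminescence tracks abundance of the self-degrading MDM2-luciferase fusion protein; higher signal means inhibition of MDM2 E3 ligase activity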
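Buffer or medium: Cells held in DMEM | Assay system: Stable mammalian line carrying autodegrading MDM2–luciferase fusion reporter | Quantity: 2000 cells/well | Times: 4 h settle plus 2 h compound, 37 °C | Doses: One concentration, 5 µM, with 0.2% DMSO | Technique: Luminescence with SteadyLite reagent, 15 min at room temperature | Benchmarks: Plate controls and plate blanks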
BaF3 tox – reduces parental Ba/F3 cell viability, JAK2V617F counter-screen; CellTiter-Glo ATP luminescence; inhibition, % at 5.6 µM; hit rate 1.1% among 220,000;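 active = inhibition above a per-campaign cutoff, the mean inhibition of all tested compounds plus 3 SD, cut at about 27% in these data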;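 also: 0% = DMSO wells and 100% = JAK Inhibitor I control wells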
Ba/F3 V617F tox – loss of viability in JAK2V617F-driven Ba/F3 cells; Ba/F3 EpoR-JAK2V617F viability, ATP luminescence; inhibition, % at 5.6 µM; hit rate 1.1% among 220,000; AID 1446;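 active = inhibition above the campaign mean plus 3 SD over all tested compounds, cut at about 24% in these data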;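 also: cytokine-independent growth of Ba/F3 cells driven by EpoR plus mutant JAK2; 0% = DMSO-treated cells and 100% = JAK inhibitor I control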
NPY2 pot ag – human NPY-Y2 potentiation or agonism, primary screen. P49146. cells expressing NPY-Y2, potentiator/agonist read-out. activation, % at 3.6 µM. hit rate 0.45% among 220,000; in the data active = activation above about 27%;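 also: cells stimulated with NPY near EC25 plus isoproterenol at EC100; 0% = vehicle plus submaximal agonist and 100% = vehicle plus saturating agonist; some results beyond the cut were filed as inactive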
Target sequence (P49146 whole entry, looked up): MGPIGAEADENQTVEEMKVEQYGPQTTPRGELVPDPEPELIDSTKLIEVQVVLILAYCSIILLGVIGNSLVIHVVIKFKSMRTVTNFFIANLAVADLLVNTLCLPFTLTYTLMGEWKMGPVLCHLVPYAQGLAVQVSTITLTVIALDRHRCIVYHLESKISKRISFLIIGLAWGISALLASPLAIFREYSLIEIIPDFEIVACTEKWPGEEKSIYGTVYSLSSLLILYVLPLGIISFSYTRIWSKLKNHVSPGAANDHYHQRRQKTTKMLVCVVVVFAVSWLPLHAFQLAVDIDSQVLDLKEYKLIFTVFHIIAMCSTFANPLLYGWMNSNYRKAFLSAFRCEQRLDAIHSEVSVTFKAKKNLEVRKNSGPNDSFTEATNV
Wee1 stabilizer – human Wee1 degradation inhibition, primary screen. P30291. HeLa Luc-Wee1K328M stability, luciferase luminescence; 100% = proteasome inhibitor MG132 effect. reporter increase, % at 5 µM. hit rate 1.2% among 220,000. AID 1321;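 active = activation above the mean of all tested compounds plus 3 SD, set per screening run, cut at about 8.8% in these data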;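 also: cells exposed to compound for 20 h before luminescence read; 0% = DMSO alone and 100% = MG132 at 30 µM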
Target sequence (P30291 whole entry K328M): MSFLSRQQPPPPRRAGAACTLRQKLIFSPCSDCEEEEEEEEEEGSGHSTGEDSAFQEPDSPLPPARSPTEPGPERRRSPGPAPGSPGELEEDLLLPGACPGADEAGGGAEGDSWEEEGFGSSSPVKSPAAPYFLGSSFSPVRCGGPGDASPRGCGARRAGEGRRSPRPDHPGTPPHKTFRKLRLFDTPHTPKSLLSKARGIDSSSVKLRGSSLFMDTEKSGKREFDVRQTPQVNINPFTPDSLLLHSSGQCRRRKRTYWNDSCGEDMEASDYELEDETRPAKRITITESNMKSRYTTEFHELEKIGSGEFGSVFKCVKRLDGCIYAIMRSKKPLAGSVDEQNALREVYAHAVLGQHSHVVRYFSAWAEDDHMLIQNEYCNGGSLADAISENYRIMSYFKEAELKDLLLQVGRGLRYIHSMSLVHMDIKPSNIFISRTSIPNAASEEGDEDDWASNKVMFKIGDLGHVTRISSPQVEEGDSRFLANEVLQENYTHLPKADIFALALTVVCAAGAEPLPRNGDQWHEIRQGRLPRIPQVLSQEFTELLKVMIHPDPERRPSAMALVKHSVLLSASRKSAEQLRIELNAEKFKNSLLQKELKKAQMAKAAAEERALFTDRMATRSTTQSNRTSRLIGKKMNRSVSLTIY
eIF4E 4G PPI – blocks eIF4E binding to eIF4G; inhibition, % at 21.7 µM; hit rate 0.37% among 220,000; TR-FRET eIF4E-eIF4GI(517-606) binding, 2 h; AID 782;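 active = inhibition above about 30%, limit read from the data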;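 also: 0% = full FRET control wells and 100% = background wells lacking eIF4GI fragment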
PERK inh – blocks human PERK kinase | inhibition, % at 5.6 µM | CHO PERK-DD fusion, SEAP luminescence translation reporter | AID 1416 | hit rate 0.17% among 220,000;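 active = inhibition above the mean inhibition of all tested compounds plus 3 SD, set separately per screening campaign, cut at about 2.9% in these data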;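 also: PERK kinase domain activated by AP20187 dimerizer at 100 nM; 0% = DMSO with dimerizer and 100% = rapamycin at 8.4 µM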
S1P4 antag – human S1P4 receptor antagonism. S1P4-expressing cells, antagonist mode, reporter read-out. inhibition, % at 4.98 µM. hit rate 0.26% among 220,000. AID 1510; in the data active = inhibition above about 29%;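 also: 0% = wells stimulated with agonist and 100% = vehicle wells without agonist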
S1P4 ag – human S1P4 receptor agonism | O95977 | S1P4-expressing cell line, agonist reporter assay | activation, % at 4.98 µM | hit rate 0.35% among 220,000 | AID 1509; in the data active = activation above about 11%;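 also: 0% = DMSO vehicle and 100% = reference agonist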
Starred values were filed as active, the others as inactive; x = no result given; [ ] = dose if it differs, or a comment.

SMILES | MDM2 E3 inh | BaF3 tox | Ba/F3 V617F tox | NPY2 pot ag | Wee1 stabilizer | eIF4E 4G PPI | PERK inh | S1P4 antag | S1P4 ag
COc1ccc(C2CC(c3ccccc3C)n3nc(N)nc3N2)cc1 (centres undefined) | -16 | 3 | 1 | 9 | -1 | 6 | 0.5 | -20 | -0.2
CC1CCN(S(=O)(=O)c2ccc(C(=O)Nc3sccc3C(N)=O)cc2)CC1 | -7 | 2 | -2 | 5 | 0 | 2 | -1.0 | 4 | 3.1
O=C(NCCCn1ccnc1)c1ccc(S(=O)(=O)Nc2ccccc2)cc1 | -6 | -1 | -2 | -9 | 0 | -1 | 0.9 | 5 | -0.1
FC(F)(F)c1ccncc1-c1nnnn1-c1ccc(Cl)cc1 | -12 | 1 | -3 | 21 | -2 | 1 | 1.5 | 0 | -0.3
COC(=O)/C(NC(C)=O)=C(\C)c1ccc(Cl)cc1 | -2 | -1 | -1 | 7 | -1 | -4 | -0.6 | -5 | 0.0
CN(CC(=O)Nc1ccccc1Sc1ccccc1)Cc1nc2ccccc2c(=O)[nH]1 | 3 | 7 | 4 | 4 | 0 | -3 | -0.2 | -1 | 0.4
CCOc1cc(CNC2CCCC2)c(Cl)cc1OCC(=O)Nc1ccccc1 | 1 | -1 | 4 | -14 | -2 | -4 | -0.7 | 5 | 2.8
CC1(C)C(=O)OC(c2cc(Br)ccc2O)C(C)(C)C1=O (centres undefined) | -13 | 3 | 0 | 14 | -3 | 2 | 1.0 | -15 | 0.7
COc1cc(/C=C/C(=O)O)cc(S(=O)(=O)N(C)CCO)c1OC | -4 | 4 | 3 | -8 | 0 | 3 | -0.3 | -23 | -3.1
Fc1cnc(N2CCc3ccccc32)nc1N1CCc2ccccc21 | -11 | 6 | -2 | 7 | 2 | -1 | -0.1 | 0 | -1.3
COc1ccc(C(=O)Nc2sc(C)c(-c3ccccc3)c2C#N)cc1OC | -12 | 4 | -2 | -5 | 0 | 10 | -1.9 | 9 | -1.8
CCC(C(=O)NCc1ccco1)n1nc(-c2ccc(OC)cc2)ccc1=O (centres undefined) | -3 | 1 | 1 | 13 | 1 | -2 | -1.1 | -12 | 0.5

An excerpt of these results, as tab-separated lines:
Compound	MDM2 E3 inh	BaF3 tox	Ba/F3 V617F tox	NPY2 pot ag	Wee1 stabilizer	eIF4E 4G PPI	PERK inh	S1P4 antag	S1P4 ag
COc1ccc(C(=O)Nc2sc(C)c(-c3ccccc3)c2C#N)cc1OC	-12	4	-2	-5	0	10	-1.9	9	-1.8
CCOc1cc(CNC2CCCC2)c(Cl)cc1OCC(=O)Nc1ccccc1	1	-1	4	-14	-2	-4	-0.7	5	2.8
Fc1cnc(N2CCc3ccccc32)nc1N1CCc2ccccc21	-11	6	-2	7	2	-1	-0.1	0	-1.3

(next part)
SMILES | MDM2 E3 inh | BaF3 tox | Ba/F3 V617F tox | NPY2 pot ag | Wee1 stabilizer | eIF4E 4G PPI | PERK inh | S1P4 antag | S1P4 ag
CCC(C)(C)NC(=O)C(c1ccncc1)N(Cc1ccc(C)cc1)C(=O)c1csnn1 (centres undefined) | x | 1 | 3 | -5 | 0 | -3[fluorescence artefact?] | -0.6 | -7 | -0.7
CCOc1ccc(C(=O)CC(Sc2ccc(C)cc2)C(=O)O)cc1 (centres undefined) | -10 | -5 | -3 | -5 | -2 | -3 | 1.1 | -5 | 1.1
COc1cccc(OC)c1C(=O)NNC(=O)c1ccccc1-n1cccc1 | -4 | 9 | 1 | -2 | -1 | -1 | 1.2 | 5 | 0.9
CC1(C)CC(=O)C2=C(C1)OC(N)=C(C#N)C21C(=O)N(Cc2ccccc2Cl)c2ccccc21 (centres undefined) | -13 | 8 | 2 | 21 | -1 | -7[fluorescence artefact?] | 0.3 | -2 | -1.1
CCOC(=O)Cn1c(=O)c(-c2cc(Br)ccc2N)nc2ccccc21 | x | 88* | 47* | 5 | -2 | 0 | 0.9 | -6 | -0.5
Cc1cc(C)nc(/N=C2\NC(=O)CC(C(=O)O)N2c2ccc(Cl)cc2Cl)n1 (centres undefined) | -21 | 0 | 6 | 2 | 2 | -1 | -0.4 | 12 | -1.0
O=C(NCc1ccco1)/C(=C\c1ccco1)NC(=O)c1ccco1 | -5 | 0 | 4 | -11 | -1 | -2 | -0.5 | 9 | -1.2
CCOC(=O)C1C(C)N=C2SCC(=O)N2C1c1cccc(Br)c1 (centres undefined) | -15 | 5 | 2 | -3 | -2 | 8[fluorescence artefact?] | -0.6 | -22 | 1.5
CCc1ccc2nc(Nc3ccc(OC)cc3OC)c(C#N)cc2c1 | -4 | -2 | -1 | -6 | -4 | 3 | 1.0 | 7 | -1.2
COc1cc2c(cc1OC)[C@H](Cc1ccc(O)cc1)NCC2 | x | 1 | -2 | 5 | 1 | 4[fluorescence artefact?] | -0.3 | 11 | 0.5
CCn1c(SCC(=O)NCc2ccc3c(c2)OCO3)nnc1-c1c[nH]c2ccccc12 | x | 5 | -1 | -1 | -1 | 0 | 1.5 | 4 | 2.4
Cc1nc(Nc2nc3ccccc3o2)nc(C)c1C | -43 | 10 | 5 | 0 | 0 | -1 | 0.1 | 16 | 0.4
COc1cc(/C=C/c2c([N+](=O)[O-])c(=O)n(C)c(=O)n2C)cc(OC)c1OC | -13 | 0 | -5 | 6 | -2 | -7 | 0.0 | 4 | -1.7
Cc1c(NC(=S)N/N=C/c2cccc(O)c2)c(=O)n(-c2ccccc2)n1C | -11 | 2 | -1 | 3 | 0 | -2 | 0.3 | 0 | -0.4
O=C(CCCSc1nnc(Nc2ccccc2F)s1)N1CCOCC1 | -3 | 8 | 2 | -23 | 7 | -1 | -0.7 | -1 | -0.9
CCN(CC)S(=O)(=O)c1cccc(S(=O)(=O)N2CCCCC2)c1 | -16 | 4 | 0 | -10 | 0 | -3 | 1.0 | 5 | 2.2
CCC(C)(C)n1nnnc1C(c1ccc(OC)c(OC)c1)N1CCN(c2ccc(F)cc2)CC1 (centres undefined) | 7 | 4 | 0 | 0 | 3 | 0[fluorescence artefact?] | -0.3 | -2 | -0.7
Cc1cc(SCC(=O)N/N=C/c2ccco2)nc2ccccc12 | -10 | 0 | -4 | 8 | -2 | 1 | 0.9 | -7 | 1.5
CCOC(=O)Cc1csc(NC(=O)CN2C(=O)c3ccccc3S2(=O)=O)n1 | 5 | 3 | 3 | 7 | 0 | -1[fluorescence artefact?] | -0.7 | -34 | -0.1
COc1ccc(/C=N/n2c(C)nnc2C)c(OC)c1OC | 0 | 4 | -3 | 7 | -2 | -4 | 0.0 | -12 | -0.3
CCOC(=O)C(C)Sc1nc2ccccc2c(=O)n1CC1CCCCC1 (centres undefined) | -18 | 4 | 1 | -7 | 0 | -7 | -0.4 | -9 | -1.2
CCOCC(=O)Nc1nc2ccc(OC)cc2s1 | -20 | 9 | 0 | -12 | 1 | -2 | 0.1 | -9 | -1.0
O=C(c1ccccc1)c1ccc(OCC(O)CNC2CCCc3ccccc32)cc1 (centres undefined) | -12 | 6 | 4 | -17 | -1 | -1[fluorescence artefact?] | -0.5 | -9 | 2.7
COc1ccccc1-c1noc(-c2ccco2)n1 | -14 | 3 | -1 | 9 | -1 | 2 | 1.4 | -14 | -3.2
Cc1ccc(CC2CC(=O)N(CC(=O)O)C2=O)cc1 (centres undefined) | 1 | 2 | -2 | -5 | -3 | 4 | 0.2 | -18 | -1.5
CCC(C)N(C)Cc1cccc(C2(O)CCN(S(=O)(=O)c3ccc(F)c(C)c3)CC2)c1 (centres undefined) | -84 | 9 | 7 | -31 | -2 | 7 | -1.8 | -6 | -0.8
Cc1ccc(Cl)cc1NC(=S)N(CCCN1CCN(C)CC1)Cc1ccco1 | -5 | 1 | 0 | -5 | -1 | 3 | 0.1 | -9 | -0.5
BrC(=C\c1ccccc1)/C=N/Nc1nc(N2CCOCC2)nc(N2CCOCC2)n1 | -2 | 6 | 2 | 0 | 1 | 0 | -1.2 | -22 | 1.8
Cn1c(CC(=O)Nc2ccc(F)cc2)c(Sc2ccccc2)c2ccccc21 | -15 | 4 | 1 | 4 | -2 | 4 | 0.4 | -15 | 0.0
CC(C)(CN1CCN(C(c2ccccc2)c2ccccc2)CC1)NS(=O)(=O)c1ccccc1 | -10 | -2 | -3 | -52 | 0 | 0 | -1.6 | 2 | 0.4
C=CCc1c(C)nc(SCc2nc3ccccc3c(=O)[nH]2)[nH]c1=O | -27 | 1 | -3 | -4 | -2 | -3 | 1.2 | 5 | -0.7
CNc1nc(Cl)c(SC)c(N2CCOCC2)n1 | -6 | 4 | -1 | -12 | -1 | -4 | 1.6 | -3 | 0.0
NC(=S)Nc1ncc(CCN2CCOCC2)c(-c2ccc(F)cc2)n1 | -5 | 11 | 1 | -8 | 1 | -2 | 0.4 | -8 | -0.2
Cc1cc2c(c(=O)o1)C(C13C=CC(CC1)C3)C(C#N)=C(N)O2 (centres undefined) | 8 | 6 | -2 | -13 | 2 | 2[fluorescence artefact?] | 1.2 | -16 | -0.3
COc1cc(C2CC(=O)Nc3c2c(=O)nc2c(C)cccn32)cc(OC)c1OC (centres undefined) | -3 | 4 | 1 | 13 | -2 | 0 | 0.5 | 1 | -1.2
O=C(COC(=O)Cc1ccc(S(=O)(=O)N2CCOCC2)s1)NCCc1ccccc1 | -21 | 2 | -2 | 6 | -1 | -3[fluorescence artefact?] | 1.9 | -11 | 2.3
O=C1C2CCCN2C(=S)N1Cc1ccccc1 (centres undefined) | 0 | 1 | 2 | -3 | -1 | -4 | 0.4 | -33 | 2.2
COc1ccc(OCCCC(=O)Nc2nc(C)c(C(C)=O)s2)cc1 | -12 | 3 | 0 | 7 | 0 | 6 | -0.2 | -2 | 0.8
CCOC(=O)C1Cc2c([nH]c3ccccc23)C(C)N1 (centres undefined) | -17 | 4 | -2 | 4 | -2 | 3 | 1.2 | -13 | -4.2
COC(=O)c1cc(NCc2ccc3c(c2)OCO3)ccc1N1CCOCC1 | -14 | 1 | -4 | 15 | 3 | 6 | 1.1 | 6 | 2.9
CCN(CC)S(=O)(=O)c1ccc(Cl)c(NC2=NCCCCC2)c1 | -10 | 3 | -1 | -2 | 1 | 3 | -0.2 | -10 | 1.4
CCCc1nnc(NC(=O)CCC(=O)N2CCN(S(=O)(=O)c3ccc(C)cc3)CC2)s1 | -5 | 4 | 4 | 11 | 0 | 0 | -0.8 | -18 | -0.1
O=S(=O)(c1cccc(-c2nnco2)c1)N1CCCC1 | -1 | 0 | 0 | -4 | 3 | 0[fluorescence artefact?] | 0.6 | 8 | 1.6
COc1ccc(NC(=O)CCNS(=O)(=O)c2ccc3c(c2)c(=O)n(C)c(=O)n3C)c(OC)c1 | -2 | 4 | -4 | 10 | 0 | 1[fluorescence artefact?] | 0.5 | -4 | 0.7
CC1(CC(=O)NNC(=O)Nc2ccccc2)OCCCO1 | -1 | 7 | -1 | -5 | -1 | -2 | 0.8 | 9 | 0.2
O=C(CSc1ccc(Cl)cc1)NCc1ccncc1 | -8 | -2 | -1 | 7 | 9 | 1 | 1.0 | -12 | 1.4
CC(=O)Nc1ccc(/C=N/NC(=O)CCN2CCN(c3ccccc3)CC2)cc1 | -13 | 0 | 0 | -7 | 1 | 1 | 0.5 | -2 | 3.5

Compounds as they come; any-hit rate near 4.1%.
